Compound activity deposited in PubChem BioAssay by several laboratories.
Rev-erbA mod: modulates human Rev-erb alpha binding to DNA; Rev-erbα–FITC-DNA binding, fluorescence polarization, 90 min; activity, % at 10 µM; 0.79% of 370,000 active; AID 1259318;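 active means activity above about 14%, limit read from the data; passing the limit was not always enough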;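 further: 0% = DMSO wells with 35 nM protein and 100% = DMSO wells with 750 nM protein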
DAX1 inh-1: inhibitors of DAX1 repression of SF-1 activated StAR promoter | inhibition, % at 6.8 µM | HEK293T StAR-luciferase reporter, SF-1/DAX-1 repression relief | 1.1% of 370,000 active | AID 652010;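 active means inhibition above the mean over all tested compounds plus 3 SD, cut at about 3.6% in these data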;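 further: 0% = DAX-1 cells with DMSO and 100% = cells lacking DAX-1 with DMSO; higher inhibition means more luminescence from relief of DAX-1 repression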
hcDAF-12 act: activators of H. contortus DAF-12 nuclear receptor | HEK293 hcDAF-12 lit1-tk-luc reporter, luminescence; 0% DMSO, 100% Δ7-dafachronic acid | activation, % at 6.8 µM | 1.4% of 370,000 active;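 active means activation above the mean of all tested compounds plus 3 SD, cut at about 5.5% in these data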;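 further: 100% = response to 3 µM Δ7-dafachronic acid high control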
DAX1 inh-2: NR0B1 (DAX1) inhibition; HEK293 Gal4-DAX1 luciferase reporter, luminescence; inhibition, % at 6.75 µM; 0.99% of 340,000 active; AID 504766;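 active means inhibition above the mean over all tested compounds plus 3 SD, cut at about 4.2% in these data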;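 further: 0% = DAX1-transfected cells with DMSO and 100% = empty-vector control cells with DMSO; inhibition shows as a rise in luminescence from relieved DAX1 repression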
PLC-gamma1 inh: inhibitors of human phospholipase C gamma1. 0.84% of 370,000 active. AID 720700. P19174. purified PLC-gamma1, fluorogenic substrate, fluorescence. inhibition, % at 12.2 µM; in the data active means inhibition above about 9.5%
ADAM17 inh: ADAM17 inhibition, QFRET primary screen; P78536; recombinant ADAM17, EDANS/DABCYL FRET peptide cleavage; inhibition, % at 6.95 µM; 0.83% of 370,000 active;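 active means inhibition above the mean of compounds lying between control limits plus 3 SD, set per campaign, cut at about 8.5% in these data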;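 further: 0% = DMSO-only wells as the low control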
hgDAF12 agonist: agonists of H. glycines DAF-12 nuclear receptor; HEK293 GAL4-hgDAF12 UAS-luciferase reporter, agonist luminescence; normalized to butyrate control; activation, % at 6.8 µM; 1.8% of 370,000 active; AID 687014;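 active means activation above a cutoff set at the mean of all screened compounds plus 3 SD, cut at about 10% in these data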;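 further: 0% = DMSO wells and 100% = sodium butyrate wells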
SMARCA2 act: increases SMARCA2 function in MMTV reporter cells | MG213 cells, MMTV-luciferase reporter, dexamethasone, overnight | activation, % at 9.1 µM | AID 652017 | 1% of 370,000 active; in the data active means activation above about 7.8%;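 further: 0% = vehicle wells and 100% = reference activator wells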
MBD2 DNA inh: blocks human MBD2 binding to methylated DNA; inhibition, % at 4.4 µM; TR-FRET, MBD2 binding to methylated oligonucleotide; Q9UBB5; 0.31% of 370,000 active; AID 686964; in the data active means inhibition above about 13%
ssDAF-12 act: activates DAF-12 receptor from parasite S. stercoralis; 1% of 370,000 active; HEK293 ssDAF-12/GRIP1 lit1-tk-luc reporter, luminescence; % of 3 µM dafachronic acid response; activation, % at 6.8 µM;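 active means activation above the mean over all tested compounds plus 3 SD, cut at about 0.9% in these data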;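 further: 0% = DMSO-only wells and 100% = 3 µM delta7-dafachronic acid wells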
PLCb3 inh: PLC-beta3 (human) inhibition, primary screen. Q01970. inhibition, % at 12.2 µM. AID 720704. Purified PLC-beta3, fluorogenic substrate, fluorescence. 0.18% of 370,000 active; in the data active means inhibition above about 11%;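 further: 0% = median of compound wells on plate and 100% = full blocker control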
Active calls of the source: *; i = inactive; x = not tested or not shown; & = joins results of further samples.

no. | structure | Rev-erbA mod | DAX1 inh-1 | hcDAF-12 act | DAX1 inh-2 | PLC-gamma1 inh | ADAM17 inh | hgDAF12 agonist | SMARCA2 act | MBD2 DNA inh | ssDAF-12 act | PLCb3 inh
1 | Cc1cc(C)c(NC(=O)CN2CCOCCOCCOCCOCC2)c(C)c1 | -11.1 | 0.1 | -0.9 | 0.1 | 14.0* | 6.7 | 4.6 | -0.9 | 4.5 | -0.2 | 5.4
2 | Cc1csc(NC(=O)c2ccc(N3CCCC3=O)cc2)n1 | 4.3 | 3.4 | 3.6 | -5.8 | -2.2 | -3.3 | 5.9 | -1.7 | 1.3 | -0.8 | -2.5
3 | COc1cccc(NC(=S)N2CCN(C)CC2)c1 | -2.2 | -0.2 | 0.1 | 0.3 | -2.5 | -1.4 | 2.5 | -0.5 | 3.2 | -1.5 | -1.5
4 | O=C(CNC(=O)c1ccc(Cl)cc1)c1ccc(Br)cc1 | -2.5 | 0.3 | -0.3 | 1.3 | 0.7 | 3.7 | 2.2 | 0.1 | -5.9 | -1.4 | -2.5
5 | CCCNc1c(NS(=O)(=O)c2ccc(C)cc2C)c(=O)oc2ccccc12 | 0.7 | -0.3 | -0.6 | 0.0 | -6.7 | 0.4 | -1.4 | -3.1 | -0.3 | -1.0 | -19.7
6 | CC(=O)CSc1cc(-c2ccccc2)nc2ncnn12 | 11.9 | -0.1 | -1.9 | -0.4 | -0.9 | -4.4 | -0.6 | -1.8 | 0.8 | -0.8 | -10.6
7 | CCOC(=O)CNS(=O)(=O)c1ccc2c3c(cccc13)C(=O)N2CC | 8.6 | -0.1 | -1.9 | 0.4 | i | -243.1 | -0.7 | 2.8 | -1.1 | -2.0 | i
8 | COC(=O)[C@H](Cc1ccccc1)NC(=O)CC[C@H]1O[C@@H](n2ccc(=O)[nH]c2=O)[C@H](O)[C@@H]1O | 2.6 | 0.8 | -0.8 | x | 0.2 | -1.8 | 2.1 | -1.6 | -4.1 | -0.6 | -0.7
9 | O=C(C1CCC(CNS(=O)(=O)c2cccs2)CC1)N1CCN(c2ccc(F)cc2)CC1 (stereo unspecified) | -2.0 | -1.2 | -3.7 | -3.2 | 0.7 | -3.5 | -3.1 | -2.3 | 1.0 | -1.8 | -7.3
10 | Fc1ccc(N/N=C/c2ccncc2)c(F)c1 | 5.2 | 2.1 | -0.7 | 0.2 | -1.6 | -3.5 | 3.8 | 1.6 | 3.2 | -1.4 | -3.1
11 | N#Cc1ccccc1CSc1ccccn1 | 1.2 | 0.1 | 0.2 | -1.1 | 9.0 | 9.1* | 2.7 | -4.0 | -7.2 | -0.9 | 11.1*
12 | N#Cc1ccc(OCC(=O)OCC(=O)Nc2cc(C(F)(F)F)ccc2N2CCOCC2)cc1 | -0.7 | -0.1 | 0.1 | -0.4 | 2.4 | -1.9 | 1.6 | 1.1 | 2.0 | -0.9 | 6.0
13 | CCCCCCn1c(SCC(=O)NC2CCS(=O)(=O)C2)nc2ccccc2c1=O (stereo unspecified) | -1.6 | 0.7 | -0.9 | -0.1 | 1.1 | -1.4 | 0.7 | -3.0 | 1.4 | -0.5 | 5.2
14 | CC[C@@H]1C/C=C\Cc2ccccc2[C@@H](C(=O)C[C@H](O)CC(C)=O)OC1=O | 0.6 | 0.1 | 2.6 | 0.1 | -6.3 | 0.5 | 3.2 | 3.1 | 2.3 | -0.4 | -8.0
15 | Cc1ccc(S(=O)(=O)NCCNC(=O)c2cc(OCC(F)(F)F)ccc2OCC(F)(F)F)cc1 | -1.0 | -0.9 | -1.6 | -1.2 | 5.2 | 1.6 | 1.8 | -0.2 | 2.7 | -1.6 | 5.1
16 | COc1ccc(/C=C/C(=O)NC(=S)NNC(=O)c2cnccn2)cc1 | -5.2 | -0.4 | -1.5 | 1.5 | -0.1 | -1.4 | -1.9 | -1.2 | 1.8 | -0.9 | -6.0
17 | O=[N+]([O-])c1ccccc1CCc1ccccc1[N+](=O)[O-] | -9.3 | -0.9 | -0.6 | 0.5 | -3.1 | 0.3 | -1.7 | -0.4 | 1.0 | -1.1 | -0.7
18 | Nc1ccn([C@@H]2O[C@H](C(=O)N3CCCN(Cc4cccs4)CC3)[C@@H](O)[C@H]2O)c(=O)n1 | 1.1 | 1.5 | 1.0 | x | 9.2 | 4.7 | -4.0 | -2.7 | -3.8 | -1.0 | 4.8
19 | Cc1cc(C)n(-c2ccc(C(=O)Nc3ccccc3N3CCOCC3)cc2)n1 | 0.8 | -0.6 | -2.4 | -0.8 | -1.4 | -5.3 | -1.1 | -1.5 | 0.0 | -2.3 | 0.3
20 | COc1ccccc1C(=O)Nc1ccc2c(c1)n(C)c(=O)n2C | -3.0 | -0.8 | -2.2 | 3.6 | 1.4 | 2.9 | 0.3 | -0.1 | -1.1 | -0.9 | -4.6

no. | structure | Rev-erbA mod | DAX1 inh-1 | hcDAF-12 act | DAX1 inh-2 | PLC-gamma1 inh | ADAM17 inh | hgDAF12 agonist | SMARCA2 act | MBD2 DNA inh | ssDAF-12 act | PLCb3 inh
21 | CN1C2CCC1/C(=C\c1ccccc1)C(=O)/C2=C\c1ccccc1 | -1.1 | -0.4 | -0.7 | -1.4 | 2.4 | 4.3 | -0.8 | -2.5 | -2.1 | -1.6 | 1.3
22 | CC1CCN(CC(=O)Nc2sc3c(c2C#N)CCC3)CC1 | 0.6 | 0.1 | -1.7 | 2.2 | 0.5 | -5.6 | -1.6 | -0.9 | -4.7 | -0.9 | -1.6
23 | COc1cc(C(=O)ON=C2C3CC4CC(C3)CC2C4)cc(OC)c1OC | -1.7 | -0.2 | -0.2 | 1.8 | 1.9 | -8.2 | -2.1 | -2.5 | 2.3 | -1.1 | -1.0
24 | Cc1ccc(-c2cc3nc(C)cc(NCc4ccco4)n3n2)cc1 | -4.7 | 3.0 | 8.5* | 1.7 | -114.8 | -39.7 | 9.0 | 4.1 | 4.0 | 2.4* | -152.2
25 | CC(O)c1nc2ccccc2n1CCOc1ccccc1 (stereo unspecified) | -5.8 | -0.7 | -0.6 | 1.1 | 2.4 | -1.9 | 0.1 | -0.9 | -2.9 | -0.7 | -0.2
26 | N#C/C(=C\c1cn[nH]c1-c1ccc(Cl)cc1)C(=O)NCc1ccccc1 | 0.7 | -1.1 | -1.9 | -0.6 | 0.8 | 2.8 | -1.8 | -2.0 | -6.7 | -1.2 | -1.2
27 | CSc1ccccc1OCc1cc(C(=O)N(C)CCc2c(C)n[nH]c2C)no1 | -3.2 | 0.1 | -1.6 | 0.3 | 2.9 | 1.0 | -1.5 | -1.7 | -3.2 | -1.3 | -5.2
28 | CCCn1c(SCC(=O)NNC(=O)c2ccc(OC)cc2)nnc1C(C)C | 1.6 | 0.5 | 0.9 | -0.8 | -0.1 | 0.3 | 0.5 | 1.1 | 1.9 | -1.2 | 0.2
29 | Cc1nn(C)c(C)c1NS(=O)(=O)c1c(C)n[nH]c1C | -4.1 | -1.3 | -0.9 | 0.2 | 0.1 | 0.4 | 3.4 | -1.9 | -7.1 | -0.5 | 0.0
30 | Cc1ccc(NC(=O)CNCC(c2ccccc2)N(C)C)cc1F (stereo unspecified) | -1.5 | 0.6 | -1.1 | 0.4 | 2.6 | 0.0 | 5.1 | -4.2 | 0.7 | -1.5 | -1.6
31 | Cc1ccc(C(=O)NNC(=O)c2csc(N3CCOCC3)n2)o1 | -2.5 | 0.4 | 1.1 | 0.3 | -1.3 | -1.2 | 2.4 | 1.4 | 0.3 | -1.4 | -4.1
32 | CC1(C(=O)NNC(=O)c2ccc(=O)oc2)CC1Br (stereo unspecified) | -0.2 | -0.1 | 1.8 | x | -18.1 | -8.8 | 0.6 | 0.7 | -1.1 | 0.0 | -38.5
33 | O=C(OCCNc1nc(-c2ccccc2)nc2ccccc12)c1ccncc1 | 0.4 | -0.4 | -2.4 | -0.8 | -3.9 | 2.4 | -0.3 | -1.8 | -1.3 | -0.9 | -2.9
34 | Cc1cc(NC(=O)OC(C)(C)C)c(-n2nnnc2C(C(=O)c2ccccc2)N2CCOCC2)cc1C (stereo unspecified) | 8.9 | -0.2 | 2.1 | x | -2.7 | -0.1 | 5.6 | 5.2 | -3.4 | -1.4 | -0.2
35 | CCCCn1c(N)c(N(CCC(C)C)C(=O)CC2OC(=O)c3ccccc32)c(=O)[nH]c1=O (stereo unspecified) | 0.9 | 0.1 | -0.5 | -0.2 | -3.6 | -1.7 | -2.6 | -3.2 | -3.8 | -0.7 | -6.5
36 | COc1cccc(N2CCN(S(=O)(=O)c3c(C)[nH]c(C)c3C(=O)N3CCCC3)CC2)c1 | -0.3 | -0.1 | 0.8 | -0.9 | 0.2 | 2.3 | -1.8 | -2.5 | 0.2 | -0.6 | -5.4
37 | O=C(Nc1nncs1)c1ccc2c(c1)OCO2 | 1.2 | 0.5 | -1.4 | 0.9 | -1.1 | -1.5 | 7.4 | 2.1 | -2.7 | -1.0 | -1.7
38 | O=C(Nc1ccc2ccccc2n1)C1CCCCC1 | -8.5 | 2.4 | 2.0 | x | 0.2 | -2.5 | 14.7* | -0.3 | 7.5 | -0.1 | -2.9
39 | Cc1ccc2sc(N(CCCN(C)C)C(=O)c3ccc(S(=O)(=O)N4CCCCCC4)cc3)nc2c1C | 2.5 | 2.6 | -1.7 | 1.1 | 3.2 | 3.4 | 4.9 | 0.9 | -3.8 | 0.7 | -1.6
40 | CC1=C(C(=O)OCc2ccccc2)C(c2cccnc2)c2c(n(C)c(=O)n(C)c2=O)N1 (stereo unspecified) | -5.5&-3.6 | -3.1 | -0.6 | 0.7&0.3 | -24.2 | -15.6 | -0.8 | -1.1 | 2.4 | -1.2 | -38.9
41 | CC12CC3(C)CC(C)(C1)CC(C(=O)NCc1ccccn1)(C2)C3 | 4.8 | 0.2 | -1.3 | -0.9 | 3.0 | -0.6 | -1.2 | -4.3 | -0.2 | -1.9 | -0.8

Entries of single compounds as entered above. Order of screens: Rev-erbA mod | DAX1 inh-1 | hcDAF-12 act | DAX1 inh-2 | PLC-gamma1 inh | ADAM17 inh | hgDAF12 agonist | SMARCA2 act | MBD2 DNA inh | ssDAF-12 act | PLCb3 inh
`O=C(OCCNc1nc(-c2ccccc2)nc2ccccc12)c1ccncc1` is listed with 0.4 | -0.4 | -2.4 | -0.8 | -3.9 | 2.4 | -0.3 | -1.8 | -1.3 | -0.9 | -2.9
`CC1(C(=O)NNC(=O)c2ccc(=O)oc2)CC1Br` (stereo unspecified) is listed with -0.2 | -0.1 | 1.8 | x | -18.1 | -8.8 | 0.6 | 0.7 | -1.1 | 0.0 | -38.5
`Cc1nn(C)c(C)c1NS(=O)(=O)c1c(C)n[nH]c1C` is listed with -4.1 | -1.3 | -0.9 | 0.2 | 0.1 | 0.4 | 3.4 | -1.9 | -7.1 | -0.5 | 0.0

Quoted from the listing.
entry 33 in hgDAF12 agonist has -0.3
entry 24 in DAX1 inh-2 has 1.7

3 entries from above, sorted by the value under DAX1 inh-2, smallest number first.
entry | Structure | DAX1 inh-2
21 | CN1C2CCC1/C(=C\c1ccccc1)C(=O)/C2=C\c1ccccc1 | -1.4
31 | Cc1ccc(C(=O)NNC(=O)c2csc(N3CCOCC3)n2)o1 | 0.3
37 | O=C(Nc1nncs1)c1ccc2c(c1)OCO2 | 0.9
